Vif imaging: blocks HIV Vif function; HEK293T cells, Vif self-association by quenched fluorescence, imaging, 24 h; inhibition, % at 7.49 µM; 340,000 compounds, 0.35% hits; in the data active = inhibition above about 50%, passing the limit was not always enough; inconclusive = no clear call, values can overlap the other calls; inactive = below about 31%; note: some results filed as inactive read as strong as hits
CF NFkB inh: cystic fibrosis NF-kB activation inhibition; inhibition, % at 5 µM; KKLEB NF-kB-GFP reporter, PAF-induced, GFP fluorescence overnight; 360,000 compounds, 0.86% hits;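 active = at least 50% inhibition at 5 µM, scaled per plate between neutral and stimulator controls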;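 note: PAF is a Pseudomonas aeruginosa culture filtrate used as stimulus; plate controls were PAF-stimulated DMSO wells for no effect and unstimulated DMSO wells for full effect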
KKLEB cytotox: counter-screen for CF NF-kB inhibitors: cytotoxicity. 360,000 compounds, 0.36% hits. AID 602141. KKLEB CF airway cells viability, ATPlite luminescence, overnight; hits give low values; cells stimulated with P. aeruginosa culture filtrate. activity change (cytotoxicity), % at 5 µM;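 active = corrected activity change at or below -50% at 5 µM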
Shn3 inh set2: inhibitors of Schnurri-3 3'UTR reporter in osteoblasts; 360,000 compounds, 0.52% hits; Clone20 osteoblast Shn3 3'UTR firefly luciferase, 24 h; inhibition, % at 12.5 µM;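 active = mean inhibition of at least 75% with every replicate also reaching 75%; inconclusive = mean inhibition at least 75% but some replicate below; inactive = mean inhibition below 75%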;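 note: 0% = median of neutral control wells and 100% = pilot-screen positive control compound; some compounds past the cut are filed as inactive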
NR2E3 ag-1: NR2E3 (human) agonism; Q9Y5X4; GST-NR2E3/biotin-RetCOR TR-FRET, 1536-well; inhibition of corepressor binding, % at 4.78 µM; 320,000 compounds, 0.12% hits; AID 2300;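 active = percent inhibition above the cutoff of mean plus 3 SD of all tested compounds, set per screening campaign, cut at about 20% in these data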;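 note: 0% = DMSO wells and 100% = biotin wells as full block of FRET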
Target sequence (Q9Y5X4 whole entry, looked up): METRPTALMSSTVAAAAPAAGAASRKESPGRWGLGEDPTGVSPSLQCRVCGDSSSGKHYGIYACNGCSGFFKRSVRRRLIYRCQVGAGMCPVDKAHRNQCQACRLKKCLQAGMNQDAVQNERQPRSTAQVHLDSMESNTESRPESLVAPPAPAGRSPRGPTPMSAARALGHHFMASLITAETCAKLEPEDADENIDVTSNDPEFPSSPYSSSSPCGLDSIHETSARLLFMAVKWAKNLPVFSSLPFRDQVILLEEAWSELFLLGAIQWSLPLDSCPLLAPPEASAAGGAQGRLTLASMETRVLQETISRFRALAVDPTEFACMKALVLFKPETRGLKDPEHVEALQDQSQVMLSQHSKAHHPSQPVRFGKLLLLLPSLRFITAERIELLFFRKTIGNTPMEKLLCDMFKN
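System: GST-tagged NR2E3 plus biotinylated RetCOR corepressor; Amount: 1.35 nM GST-tagged NR2E3 final; Dosing: single nominal compound dose of 4.8 µM; Schedule: 5 h incubation at 4 °C; Technique: TR-FRET with europium anti-GST and streptavidin-D2, 340 nm excitation; Controls: biotin wells as high control, 0.6% DMSO wells as low control.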
TRPM1 prom inh: reduces MITF-dependent TRPM1 promoter luciferase signal; SK-MEL-5 TRPM1 promoter luciferase, 24 h; inhibition, % at 12.5 µM; AID 488899; 330,000 compounds, 0.83% hits;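 active = mean inhibition across replicates of 60% or more, whatever share of single replicates reaches that level; inconclusive = some that reach 60%, reason not given; inactive = mean inhibition across replicates below 60%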; note: values of inactives mirror those of a sister screen read the other way
NR2E3 ag-2: activates human NR2E3 receptor; Q9Y5X4; CHO-S Gal4-NCOR/VP16-NR2E3 two-hybrid, luciferase; inhibition of corepressor binding, % at 3.98 µM; 360,000 compounds, 0.35% hits; AID 602229;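 active = inhibition above the mean of all tested compounds plus 3 SD, cut at about 70% in these data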;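 note: 0% = DMSO with NR2E3 transfected cells and 100% = cells lacking NR2E3 construct; higher means lower luciferase signal from less NR2E3 corepressor binding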
HIF-2a block: inhibitors of HIF-2a; inhibition, % at 18.8 µM; 786-0 RCC cells HIF-2a reporter, luciferase luminescence, overnight; AID 624352; 360,000 compounds, 0.72% hits;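 active = inhibition of the luminescence signal of 40% or more relative to plate controls, in a single-dose primary screen at 18.75 µM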
CaV13 ICDI inh: Primary screen for inhibitors of IQ motif and Ca2+-dependent inactivation inhibitor domain binding in CACNA1D, Förster resonance energy transfer in living cells, … | HEK cells, CFP/YFP FRET ICDI-IQ, plate reader, 10 min; percent FRET-ratio fall versus neutral wells | inhibition, % at 12.3 µM | 340,000 compounds, 0.098% hits | AID 743397;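 active = mean replicate inhibition of at least 30% and at least 1% of replicates passing that level; inconclusive = only one of the two criteria is met; inactive = neither criterion is met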;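 note: 0% = median of the neutral control wells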
PDI inh: inhibitors of human protein disulfide isomerase. P07237. PDI insulin aggregation turbidity, A650, 90 min. inhibition, % at 10 µM. 350,000 compounds, 0.052% hits;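 active = mean inhibition across replicates of 30% or more, whatever share of single replicates reach that level; inconclusive = mean inhibition below 30% while every single replicate reaches 30%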;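 note: absorbance from insulin aggregation driven by PDI reduction with DTT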
Target sequence (P07237 whole entry, looked up): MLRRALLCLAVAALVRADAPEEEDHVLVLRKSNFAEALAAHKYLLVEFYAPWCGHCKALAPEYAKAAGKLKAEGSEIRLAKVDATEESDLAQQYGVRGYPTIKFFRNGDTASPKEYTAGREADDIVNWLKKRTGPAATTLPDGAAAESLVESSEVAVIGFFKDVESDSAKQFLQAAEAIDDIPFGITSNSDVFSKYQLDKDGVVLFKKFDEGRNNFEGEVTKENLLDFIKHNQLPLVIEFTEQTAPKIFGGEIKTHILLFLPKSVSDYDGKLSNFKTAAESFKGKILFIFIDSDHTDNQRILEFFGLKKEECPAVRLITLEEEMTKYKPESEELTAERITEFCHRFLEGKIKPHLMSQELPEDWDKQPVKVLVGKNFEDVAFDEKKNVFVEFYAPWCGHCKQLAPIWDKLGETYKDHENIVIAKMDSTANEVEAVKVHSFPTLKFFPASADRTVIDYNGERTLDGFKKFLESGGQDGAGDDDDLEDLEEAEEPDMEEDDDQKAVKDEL
Peg3 prom inh: reduces Peg3 promoter-driven luciferase expression in HeLa. HeLa PEG-Prom luciferase reporter, luminescence, overnight. inhibition, % at 20 µM. 360,000 compounds, 1.7% hits. AID 588405;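 active = inhibition of at least 50% at 20 µM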
* hit, by the source's call; i = inactive; ? = inconclusive; · = not tested or not shown.

SMILES	Vif imaging	CF NFkB inh	KKLEB cytotox	Shn3 inh set2	NR2E3 ag-1	TRPM1 prom inh	NR2E3 ag-2	HIF-2a block	CaV13 ICDI inh	PDI inh	Peg3 prom inh
Cc1ccc(OCC(O)CN2CCN(c3ccccc3)CC2)cc1 (configuration not stated)	-15.1	-9.0	-2.3	0.5	4.9	-10.2	11.0	10.2	-6.4	-8.0	11.3
CCOc1ccc(CN(C(=O)c2ccco2)C2CCS(=O)(=O)C2)cc1 (configuration not stated)	0.0	-3.6	-9.5	-8.9	1.6	-6.6	-3.8	6.1	-5.5	-3.9	-5.1
O=S(=O)(Nc1ccccc1)c1cccc2nsnc12	5.2	5.2	-1.4	-2.8	1.7	0.4	-13.6	-0.8	-1.8	8.4	4.6
Cc1ncc(C)c2c([N+](=O)[O-])cccc12	-11.4	7.7	4.3	-4.7	·	·	-23.0	-14.6	-15.8	5.3	-2.7
CC(=O)Nc1nonc1-c1nc2ccccc2n1N(C(C)=O)C(C)=O	-12.1	8.5	3.2	-12.8	-0.5	10.0	-22.2	-2.3	-5.6	-1.1	13.2
CC(OC(=O)c1cc(Cl)ccc1[N+](=O)[O-])C(=O)NC(C)c1ccc(F)cc1 (configuration not stated)	-10.2	-5.7	22.2	-1.5	2.3	-9.5	3.2	2.5	-5.1	-0.1	-0.6
CCNC(=S)N1N=C2c3ccccc3CCC2C1c1ccc(F)cc1 (configuration not stated)	36.0	17.6	-8.2	11.6	-3.1	·	-15.8	6.6	-12.7	3.9	26.6
CC(=O)c1cccc(-c2cnc3c(NC=O)cc(-c4ccccc4)cn23)c1	-1.1	-11.6	-4.6	-19.1	·	·	-12.2	-25.2	-3.2	-5.3	17.0
COc1cccc(Nc2nc(N)nc(-c3oc4ccccc4c3C)n2)c1	1.3	22.2	1.8	-22.5	-0.5	-23.4	-156.6	i	-4.2	-2.3	-192.1
CC(C)(C)c1ccc(NC(=O)COC(=O)c2ccc([N+](=O)[O-])s2)cc1	-1.3	-6.0	9.1	10.8	-1.2	-11.8	-14.5	-12.3	-5.7	20.9	-5.8
Cc1sc2ncn(-c3ccccc3)c(=O)c2c1C	-0.2	0.5	2.1	-26.3	1.2	-17.7	-49.4	-58.5	0.7	12.5	-42.9
COc1ccccc1CN1CC(C(=O)NCCc2cn[nH]c2)CCC1=O (configuration not stated)	·	2.6	-3.1	-29.0	2.6	-4.0	-14.3	11.7	-3.1	-4.1	3.8
Cc1ccc(S(=O)(=O)NNC(=O)c2cccs2)c(C)c1	-1.4	-8.5	-2.1	-0.7	-0.7	-3.7	-7.7	0.8	-3.1	14.7	-6.0
O=C1CC(c2cccc(Cl)c2)CC(O)=C1C=NC1CCCC1 (configuration not stated)	-2.0	11.3	5.3	14.5	-3.6	5.6	-7.4	19.4	-4.4	2.9	-10.1
CCc1nnc(NS(=O)(=O)c2ccc(NC(=O)COc3ccc4ccccc4c3)cc2)s1	-1.2	-0.5	-11.6	9.8	5.7	8.5	12.3	16.9	-5.5	-2.4	7.6
Cc1[nH]c2ccccc2c1N=Nc1ccccc1F	-1.8	-5.9	0.1	-6.8	1.8	-4.4	-27.6	-119.7	-5.7	10.8	-75.6
COc1ccc2[nH]c(=O)c(CN(C(=O)c3ccncc3)C(C)C)cc2c1	11.4	-19.6	1.2	-2.0	-0.1	-3.1	2.8	16.8	·	5.6	10.7
O=C(Nc1ccc(Cl)cc1)P(=O)(O)c1ccccc1	?	-19.7	14.5	-4.8	·	7.6	-1.7	17.5	-12.0	0.9	6.5
CCOC(=O)N1CCN(C(=O)COc2cc(=O)n(C)c3ccccc23)CC1	8.9	0.1	1.8	-2.1	7.1	2.9	3.7	13.9	-2.2	0.1	5.9
CC(=O)Nc1ccc(C(=O)NNC(=O)C2CC2)cc1	-5.1	-19.7	-1.7	-11.7	·	4.3	-2.5	-1.9	-3.3	-1.8	9.4
CN(C)S(=O)(=O)c1ccc(Cl)c(C(=O)NCCNC(=O)c2cc(S(=O)(=O)N(C)C)ccc2Cl)c1	-3.7	-2.9	6.4	10.0	0.8	7.3	4.5	7.6	-18.1	-2.8	8.8
CCOC(=O)c1cnc(-c2ccccc2)nc1Oc1ccc(C)cc1	-3.9	14.5	-8.8	0.5	4.7	-1.3	-12.7	7.0	·	12.9	-1.8
COc1ccc(NC(=O)CCn2nc(C)cc2C)cc1	5.6	-9.2	6.5	-9.9	-5.9	-19.2	-29.9	3.8	·	6.8	0.8
CN(c1ccccc1)S(=O)(=O)c1cccc(NC(=O)C2CCCO2)c1 (configuration not stated)	-10.4	-35.3	34.0	-14.7	·	0.9	17.0	0.5	-4.9	9.1	13.1
Cc1ccc(Cl)cc1NS(=O)(=O)c1c(C)[nH]c(=O)[nH]c1=O	17.6	5.9	13.0	-0.2	-1.0	4.1	-6.3	15.9	-4.2	9.0	7.1
CC(Oc1cc2oc(=O)c3c(c2cc1Cl)CCC3)C(=O)NCCN1CCOCC1 (configuration not stated)	-19.3	6.2	3.3	-7.2	0.3	-5.9	-2.7	7.2	-7.3	2.4	12.0
COc1ccc(CNCC(O)(c2ccc(Cl)cc2)c2ccc(Cl)cc2)cc1OC	-3.1	1.3	-15.3	77.8	1.5	-0.6	-6.4	-8.0	-4.8	-7.2	12.1
Cc1ccc(CNC(=O)c2ccc(N(C)C)cc2)cc1	4.5	-14.3	-1.6	-8.0	3.0	-6.4	13.6	-66.9	-2.3	4.1	-80.7
COc1ccc(NC(=O)COC(=O)CNS(=O)(=O)c2ccc(C)cc2)c(OC)c1	·	-15.0	1.2	18.3	-1.6	-5.0	-21.6	20.3	-4.4	-2.5	7.6
CCOC(=O)C1(CCOC)CCN(C(=O)Cc2ccc3ccccc3c2)CC1	-1.9	9.0	1.1	20.8	0.0	-4.1	-12.2	-7.5	-19.3	-2.0	-8.6
COc1ccc(-c2nn(CCC(=O)O)cc2/C=C/C(=O)O)cc1[N+](=O)[O-]	-0.4	0.8	-2.6	-17.5	3.4	0.8	10.4	14.3	-2.8	-2.4	2.2
CCCCc1c(C)c2ccc(OC)c(/C(C)=N\O)c2oc1=O	-22.4	8.3	4.0	-20.8	2.8	-4.9	21.0	-42.7	·	-2.7	-25.3
Cc1cnc(C(=O)OCc2nc3ccsc3c(=O)[nH]2)cn1	-13.3	-9.4	-0.8	6.4	1.0	10.8	-17.5	14.1	-6.5	-9.6	-5.1
CCOC(=O)C1CCN(C(=O)CCS(=O)(=O)c2ccc3c(c2)CCN3C(C)=O)CC1	-1.1	6.4	2.1	11.0	-0.1	6.8	-0.2	-0.4	-4.7	9.5	-7.4
O=C(Nc1ccnc(-c2ccncc2)n1)c1ccccc1Cl	-1.3	-5.9	-1.2	0.7	4.9	·	-22.2	1.7	-2.1	1.5	7.8
COc1ccc(NS(=O)(=O)c2ccc3oc(SC)nc3c2)cc1	-10.8	5.8	-8.5	20.7	0.5	8.7	74.2*	-3.2	-3.5	-4.1	3.9

An excerpt from above in order of the PDI inh value, highest first.
SMILES	PDI inh
Cc1ncc(C)c2c([N+](=O)[O-])cccc12	5.3
CCCCc1c(C)c2ccc(OC)c(/C(C)=N\O)c2oc1=O	-2.7
COc1ccc(CNCC(O)(c2ccc(Cl)cc2)c2ccc(Cl)cc2)cc1OC	-7.2

Continuation:
SMILES	Vif imaging	CF NFkB inh	KKLEB cytotox	Shn3 inh set2	NR2E3 ag-1	TRPM1 prom inh	NR2E3 ag-2	HIF-2a block	CaV13 ICDI inh	PDI inh	Peg3 prom inh
CC1(C)CC(N(Cc2ccco2)C(=O)Cc2ccccc2)CCO1 (configuration not stated)	5.2	2.2	-10.8	11.9	0.5	-12.6	-2.4	10.4	-6.5	-11.7	16.8
COC(=O)C1=C(C)NC2=C(C(=O)C(C(=O)OC)C(c3ccc(OC)cc3)C2)C1c1ccccn1 (configuration not stated)	-5.0	9.5	2.6	6.8	-0.3	11.1	0.2	-1.1	-4.7	-2.6	6.8
CCn1cc(CNC(=O)CCc2ccc(OC)cc2)cn1	-12.2	-2.9	-5.5	6.3	-4.1	-7.7	-27.2	6.8	·	6.7	5.3
N#C/C(=C\Nc1ccc(F)c(Cl)c1)C(=O)C1CC1	-5.0	-0.6	1.7	5.5	-3.2	·	-14.5	7.0	-5.9	3.5	1.9
NC(=O)c1c(NC(=O)Cc2cccs2)sc2c1CCC2	-0.8	2.5	5.9	13.0	-0.5	-17.0	-25.5	-95.3	1.2	-5.5	-47.2
Cn1c(CSCc2ccccc2Cl)nnc1SCC(=O)Nc1nccs1	·	18.6	-9.7	31.7	2.6	3.4	-9.0	3.5	·	-5.7	14.9
CN(CCOC(=O)c1ccco1)Cc1ccccc1	-8.6	-5.1	3.2	-3.1	4.0	3.2	6.4	19.6	-6.9	-1.4	2.9
O=C(CS(=O)(=O)c1ccccc1)NCc1ccc(Cl)cc1	4.5	19.8	-0.6	14.5	1.0	2.3	-5.2	-2.7	-5.0	-5.5	-16.3
O=S(=O)(NC(=NC1CCCCC1)c1ccccc1F)c1ccccc1	18.5	1.8	-0.5	1.5	1.6	10.8	-36.8	6.5	-3.3	0.1	28.4
CN1CCN(C(=O)c2cnn3c(C(F)F)cc(C4CC4)nc23)CC1	-9.6	6.9	1.6	-2.9	-2.0	-1.4	8.0	32.0	-0.4	-0.7	8.1
C=CCn1c(SCC(=O)NCc2ccccc2)nnc1C1CCCCC1	22.0	-5.5	2.4	13.6	-0.6	-1.2	-7.5	7.9	·	-0.4	10.1
COc1ccc(-n2ncc(C(=O)N3CCN(c4ccc(F)cc4)CC3)c2C)cc1	16.3	-17.9	-4.7	10.5	2.2	·	-0.7	11.2	-4.2	-4.1	5.5
CCN1/C(=C/C(C)=O)Sc2ccc(OC)cc21	7.1	4.6	-7.0	-2.8	-0.4	24.6	-43.6	1.7	-7.4	16.0	3.0
CC(Nc1c([N+](=O)[O-])c(=O)oc2ccccc12)c1ccccc1 (configuration not stated)	11.1	6.1	-7.0	0.5	0.0	11.5	16.3	2.3	-3.2	-4.6	12.4
C[C@@H](C(=O)N1CCN(C(=O)OC(C)(C)C)CC1)n1cc(CCC(=O)O)nn1	-2.9	-10.2	12.9	-14.3	-1.6	-1.8	-9.3	16.9	-4.8	-4.6	-9.0
COCCNC(=O)c1ccccc1NC(=O)Cc1ccccc1	0.2	-0.8	2.2	1.2	5.2	-6.0	7.0	4.2	-3.4	-6.8	-17.1
